# High-throughput results (PubChem BioAssay)
# GAA850 FXN act: FXN promoter activators, primary screen, cell-based, luciferase luminescence, HEK293 lucGAA850. 360,000 tested, 0.56% active. HEK293 lucGAA850 FXN promoter luciferase reporter, 24 h; percent of 10 µM SAHA response. activation, % at 6 µM;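 active = activation above the average of all compounds screened plus 3 SD, cutoff fixed separately per campaign, cut at about 7.5% in these data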;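 also: 0% = DMSO wells and 100% = 10 µM SAHA wells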
# hcDAF-12 act: H. contortus DAF-12 nuclear receptor activators, primary screen, cell-based, luminescence, HEK293, lit1-tk-luc reporter; HEK293 hcDAF-12 lit1-tk-luc reporter; 0% DMSO, 100% Δ7-dafachronic acid; activation, % at 6.8 µM; AID 652067, 2013; 370,000 tested, 1.4% active;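 active = activation above the mean of all tested compounds plus 3 SD, cut at about 5.5% in these data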;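 also: 100% = response to 3 µM Δ7-dafachronic acid high control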
# ADAM17 inh: ADAM17 inhibitors, primary screen, biochemical, QFRET; 370,000 tested, 0.83% active; inhibition, % at 6.95 µM; recombinant ADAM17, EDANS/DABCYL FRET peptide cleavage;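 active = inhibition above the mean of compounds lying between control limits plus 3 SD, set per campaign, cut at about 8.5% in these data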;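 also: 0% = DMSO-only wells as the low control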
# DAX1 inh-1: DAX1 (NR0B1) inhibitors on StAR promoter, primary screen, cell-based, luminescence, SF-1 (NR5A1), full-length DAX-1; HEK293T StAR-luciferase reporter, SF-1/DAX-1 repression relief; 370,000 tested, 1.1% active; AID 652010, 2013; inhibition, % at 6.8 µM;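 active = inhibition above the mean over all tested compounds plus 3 SD, cut at about 3.6% in these data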;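 also: 0% = DAX-1 cells with DMSO and 100% = cells lacking DAX-1 with DMSO; higher inhibition means more luminescence from relief of DAX-1 repression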
# hgDAF12 agonist: H. glycines DAF-12 receptor agonists, primary screen, cell-based, luminescence, HEK293, GAL4 fusion, UAS-luciferase; 370,000 tested, 1.8% active; activation, % at 6.8 µM; AID 687014, 2013; HEK293 GAL4-hgDAF12 UAS-luciferase reporter, agonist luminescence; normalized to butyrate control;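 active = activation above a cutoff set at the mean of all screened compounds plus 3 SD, cut at about 10% in these data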;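 also: 0% = DMSO wells and 100% = sodium butyrate wells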
# ADAM10 inh: human ADAM10 inhibitors, primary screen, biochemical, QFRET, HTS. inhibition, % at 7 µM. recombinant ADAM10, EDANS/DABCYL FRET peptide cleavage, 3 h. 370,000 tested, 0.62% active. AID 720582, 2013. Disintegrin and metalloproteinase domain-containing protein 10 (Homo sapiens), O14672;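 active = inhibition above a per-campaign cutoff equal to the mean of compounds falling between control-based bounds plus 3 SD, cut at about 20% in these data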;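 also: 0% = DMSO wells while the 100% control is not disclosed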
# SMARCA2 act: SMARCA2 (BRM) function activators, primary screen, cell-based, luminescence, high throughput. 370,000 tested, 1% active. AID 652017, 2013. MG213 cells, MMTV-luciferase reporter, dexamethasone, overnight. activation, % at 9.1 µM; in the data active = activation above about 7.8%;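 also: 0% = vehicle wells and 100% = reference activator wells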
# DAX1 inh-2: DAX1 (NR0B1) inhibitors, primary screen, cell-based, HEK293, Gal4-DAX1, luciferase luminescence | AID 504766, 2011 | inhibition, % at 6.75 µM | HEK293 Gal4-DAX1 luciferase reporter | 340,000 tested, 0.99% active;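 active = inhibition above the mean over all tested compounds plus 3 SD, cut at about 4.2% in these data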;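 also: 0% = DAX1-transfected cells with DMSO and 100% = empty-vector control cells with DMSO; inhibition shows as a rise in luminescence from relieved DAX1 repression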
# GC-A act: GC-A stimulated cGMP production enhancers – HEK293 GC-A cells, cGMP TR-FRET, EC30 ANP, primary screen. Atrial natriuretic peptide receptor 1 (Homo sapiens), P16066. 0% at EC30 ANP, 100% saturating ANP. activation, % at 10 µM. 370,000 tested, 0.14% active. AID 1671463, 2021; in the data active = activation above about 40%
# Target sequence (P16066 whole entry, looked up): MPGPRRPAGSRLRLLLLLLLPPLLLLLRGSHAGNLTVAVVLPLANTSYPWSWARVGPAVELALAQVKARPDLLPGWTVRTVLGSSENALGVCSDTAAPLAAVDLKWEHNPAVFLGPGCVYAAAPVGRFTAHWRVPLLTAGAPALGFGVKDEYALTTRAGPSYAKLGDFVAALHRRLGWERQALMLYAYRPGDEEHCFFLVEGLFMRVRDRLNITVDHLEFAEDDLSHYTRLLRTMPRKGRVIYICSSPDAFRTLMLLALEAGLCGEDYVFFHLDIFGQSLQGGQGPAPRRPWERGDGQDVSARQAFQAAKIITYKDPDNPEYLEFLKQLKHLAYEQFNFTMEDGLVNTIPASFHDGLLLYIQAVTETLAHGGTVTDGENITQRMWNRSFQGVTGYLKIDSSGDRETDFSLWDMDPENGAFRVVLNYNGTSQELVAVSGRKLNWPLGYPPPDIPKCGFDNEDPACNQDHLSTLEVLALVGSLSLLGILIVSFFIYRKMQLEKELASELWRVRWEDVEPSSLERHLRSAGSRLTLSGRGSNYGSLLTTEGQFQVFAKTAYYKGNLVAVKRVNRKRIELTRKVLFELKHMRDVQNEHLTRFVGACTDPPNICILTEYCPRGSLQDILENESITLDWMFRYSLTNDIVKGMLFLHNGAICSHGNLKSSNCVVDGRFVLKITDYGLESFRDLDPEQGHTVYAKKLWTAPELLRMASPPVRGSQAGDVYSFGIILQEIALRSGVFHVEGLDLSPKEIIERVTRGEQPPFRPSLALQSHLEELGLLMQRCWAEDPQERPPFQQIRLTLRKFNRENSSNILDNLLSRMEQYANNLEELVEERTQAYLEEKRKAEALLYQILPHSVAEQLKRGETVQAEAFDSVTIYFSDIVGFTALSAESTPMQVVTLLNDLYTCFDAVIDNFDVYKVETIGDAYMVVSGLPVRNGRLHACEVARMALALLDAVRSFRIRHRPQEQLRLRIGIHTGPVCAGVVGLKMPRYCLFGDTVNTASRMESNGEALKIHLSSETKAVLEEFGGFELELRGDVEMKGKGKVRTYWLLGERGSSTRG
# PG9 binder: binders of HIV-1 gp120 antibody PG9, primary screen, biochemical, TR-FRET | HIV-1 gp120 / PG9 antibody interaction | TR-FRET gp120-PG9 antibody binding | inhibition, % at 6.7 µM | 360,000 tested, 0.43% active; in the data active = inhibition above about 8.5%
# ssDAF-12 act: S. stercoralis DAF-12 nuclear receptor activators, primary screen, cell-based, luminescence, HEK293, GRIP1 co-expression, lit1-tk-luc; Nuclear hormone receptor DAF-12 (Strongyloides stercoralis); HEK293 ssDAF-12/GRIP1 lit1-tk-luc reporter; % of 3 µM dafachronic acid response; activation, % at 6.8 µM; 370,000 tested, 1% active; AID 652126, 2013;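 active = activation above the mean over all tested compounds plus 3 SD, cut at about 0.9% in these data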;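 also: 0% = DMSO-only wells and 100% = 3 µM delta7-dafachronic acid wells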
# Numbers without * were called inactive; i = inactive; · = no result given. Rows were taken by chance, and some 6.8% of all compounds hit somewhere here.
SMILES,GAA850 FXN act,hcDAF-12 act,ADAM17 inh,DAX1 inh-1,hgDAF12 agonist,ADAM10 inh,SMARCA2 act,DAX1 inh-2,GC-A act,PG9 binder,ssDAF-12 act
Cc1cnc(C(=O)Nc2cccc(-c3nnc4n3CCCCC4)c2)cn1,-0.7,1.9,-5,-0.4,1.3,-9,-3,0.3,-3,-1.8,-0.5
O=C(CCN1C(=O)c2ccccc2S1(=O)=O)Nc1ccccc1O,1.9,-1.4,1,-0.5,1.6,-2,-3,-0.4,-3,1.0,-0.9
O=C(COc1ccc(F)cc1Cl)Nc1cccc(S(=O)(=O)N2CCCCCC2)c1,2.5,-0.2,3,0.3,-0.8,-5,-2,-0.5,1,0.4,-0.7
COc1ccc(C(=O)Nc2ccc(C3(C#N)CCCC3)cc2)cc1,0.4,-0.7,-2,-0.4,1.1,-1,0,1.9,-3,-1.1,-1.0
O=C(COC(=O)c1ccccc1C(=O)c1ccccc1)NCCc1ccc(Cl)cc1Cl,-4.5,-2.8,3,-0.3,0.6,7,1,-0.9,-9,0.9,-1.8
C=CCOc1cccc(CNCCCN2CCOCC2)c1,0.4,-0.9,0,0.3,-1.4,-2,-4,-1.0,-1,0.7,-1.2
N#Cc1ccc(-c2nc3ccccc3nc2-c2ccccc2)cc1C#N,-0.3,0.4,-3,-0.2,1.6,-4,-2,-0.2,-8,2.1,-1.2
CCCc1c(C(=O)N/N=C/C2CC=CCC2)nnn1-c1nonc1N (configuration not stated),2.9,-2.0,-5,-0.6,1.0,-10,-1,-1.5,1,0.4,-1.4
Cc1cc(Cl)c(S(=O)(=O)Nc2ccc3c(c2)OCCO3)cc1OCC(=O)NC1CCCCC1,-7.9,-1.9,3,-1.8,-3.1,6,-5,-1.0,-22,-0.4,0.0
COc1ccc(OC)c(/C=C/C(=O)N2CCN(S(=O)(=O)c3cc(C)ccc3C)CC2)c1,0.1,-0.2,-168,-0.9,-0.4,i,-1,-1.5,-2,-0.3,-1.3
CC1CCCCN1c1nnc(NC(=O)Cn2c(=O)oc3ccccc32)s1 (configuration not stated),-0.1,-1.1,-3,0.2,0.2,-8,-3,0.0,-1,-0.8,-1.3
CCOc1ccccc1-c1nc(-c2cc3ccccc3nc2OC)no1,0.0,2.0,-6,0.5,2.0,-13,1,0.3,-11,2.7,-0.3
CC(=O)c1cccc(S(=O)(=O)NC(C)C2CC3CCC2C3)c1 (configuration not stated),-0.3,0.1,-1,-0.3,-3.2,6,-3,0.2,0,-6.3,-0.9
Cc1nc2nc(C)c(NS(=O)(=O)c3ccc(Cl)s3)c(=O)n2[nH]1,-0.5,-2.2,5,0.6,1.7,-8,-2,-0.1,-1,2.3,-1.0
COc1ccc(S(=O)(=O)NCCCN2CCOCC2)cc1F,1.1,0.3,4,0.3,1.6,6,-4,0.1,3,-0.8,-1.0
O=C(COC(=O)C1CCC(=O)N1)Nc1ccc(Oc2ccccc2)cc1 (configuration not stated),3.1,-0.9,-1,-1.0,-0.5,-2,1,-0.7,7,-2.2,-1.3
C=CCNc1nc(NCc2ccccc2)c(C#N)c2c1CN(C)CC2,-0.9,5.4,i,-0.1,-3.1,i,7,0.9,20,-0.7,0.5
CC(C)=C(C#N)c1nc2ccccc2s1,-2.1,2.5,-4,0.8,3.5,-5,3,5.4*,5,-0.5,-0.2
Cc1nc2nc(-c3ccco3)nn2c(C)c1Cl,1.9,6.8*,-137,0.4,2.7,-365,-1,1.2,6,0.3,-0.1
Cc1ccccc1CN1C2=NCCCN2c2ccccc21,-3.9,-0.4,-2,0.4,0.8,1,2,0.8,-2,-0.3,-0.9
Cc1cnc(C(=O)NCC(=O)Nc2ccccc2Br)cn1,0.6,0.2,-6,-1.1,0.3,-15,1,-0.6,-1,-0.5,-0.6
O=C(Cc1nnc(NC(=O)Nc2ccccc2)s1)Nc1ccccc1,0.3,0.3,2,-0.4,0.1,0,-3,·,1,-0.8,-0.9
CCc1ccccc1NC(=O)CN(C)C(=O)CSc1nc2cc(Cl)ccc2s1,-0.7,0.7,-3,-0.1,-2.2,2,-3,2.9,-3,0.3,-1.1
COC(=O)C(CC(C)C)NC(=O)CNC(=O)c1ccccc1C (configuration not stated),0.4,-0.9,1,-0.2,-0.4,2,-2,-0.4,-3,-0.6,-0.8
O=C(NCC1CCN(Cc2ccccc2Cl)CC1)Nc1ccccc1F,-0.9,-1.7,-5,-0.1,-1.2,-8,-2,0.3,0,-3.1,-0.7
NC(=O)c1ccc(NC(=O)COC(=O)C23CC4CC(CC(C4)C2)C3)cc1,2.0,-1.2,-1,-0.4,-0.9,-23,-2,1.4,-1,-0.2,-1.7
CCN1C(=O)[C@H]2[C@@H](c3ccc(-c4ccc(Cl)c(Cl)c4)c(OC)c3)N[C@@](Cc3ccccc3)(C(=O)OC)[C@H]2C1=O,-0.2,-0.6,-6,0.0,2.3,-4,0,1.5,-2,-0.1,-1.1
CN(C)S(=O)(=O)c1ccc(S(=O)(=O)NC2CCOC(C)(C)C2)cc1 (configuration not stated),-1.9,0.0,-7,-0.1,-1.2,7,1,1.0,5,3.0,-0.7
Nc1ccc(Oc2ccc3nc(-c4ccccc4)c(-c4ccc([N+](=O)[O-])cc4)nc3c2)cc1,1.4,-0.7,1,-1.8,0.1,-1,0,-0.5,-5,-1.6,-0.9
CC1Nc2ncnc(N3CCN(c4ccccc4)CC3)c2N(Cc2ccc(Br)cc2)C1=O (configuration not stated),0.5,-1.1,0,0.0,-0.3,9,1,-1.3,-4,-0.3,-1.2
COc1ccc2nc(SC)c(C#N)cc2c1,0.9,-0.6,-8,0.1,2.1,-13,-4,0.6,-8,13*,-1.8
Cc1ccc(S(=O)(=O)N2[C@@H](Cc3ccccc3)CO[C@H]2CC(=O)c2cccc3ccccc23)cc1,·,0.1,1,-0.7,-0.9,7,-2,·,3,1.3,-0.5
COc1ccc2c(c1)c(C(=O)N/N=C/c1cccc(O)c1)c(C)n2C,-0.6,-2.7,0,-0.5,-0.7,-2,-1,0.3,-2,-0.9,-1.1
CN(C)CCCNC(=O)C[C@H]1C[C@H](C(=O)N2CCCCC2)[C@@]2(CCc3ccccc3)c3[nH]c4ccc(Cl)cc4c3CCN2C1=O,-2.6,-0.6,0,0.6,-1.3,-4,-1,-0.5,-11,-0.3,-1.0
O=C1ON=C(c2ccccc2)/C1=C/c1cccnc1,0.6,0.1,2,0.9,2.2,1,-1,1.9,-6,-0.9,-1.0
CC(=O)Nc1ccc(C)cc1,-1.3,-0.5,-2,1.2,-2.6,-1,3,-0.1,3,-0.5,-1.8
CC(C)(C)C(=O)O/N=C(\N)c1ccc(-c2csnn2)cc1,2.9,2.9,-2,1.4,10,-8,2,3.3,3,-1.1,0.3
CC(O)(c1ccccc1)c1nc(-c2ccc(S(C)(=O)=O)cc2)cs1 (configuration not stated),0.3,-1.0,-4,-2.5,-0.7,-8,-2,·,2,2.0,-1.2
CC(SCC(=O)Nc1ccccc1)c1nc2ccccc2c(=O)[nH]1 (configuration not stated),-0.6,-1.6,-5,0.6,-1.1,-8,-2,0.8,0,-0.7,-0.9
CC(C)c1ccccc1NC(=O)COC(=O)c1ccc(Cl)c(S(=O)(=O)N2CCCCCC2)c1,1.8,-1.2,0,-0.4,-0.9,1,2,-0.4,2,-2.0,-1.0
CCOc1ccc(C(=O)C(c2ccccc2)N2CCOCC2)cc1 (configuration not stated),0.6,-1.1,-4,0.2,0.0,-4,1,-0.5,-1,0.2,-1.5
O=C(NC1CCS(=O)(=O)C1)c1cccc(S(=O)(=O)N2CCOCC2)c1 (configuration not stated),0.1,-0.7,-3,0.3,0.7,-5,0,0.1,-1,-0.8,0.6
Nc1ccc(Br)cc1C(NCC(=O)O)c1ccccc1 (configuration not stated),-0.4,-0.2,0,0.5,2.4,-3,-3,·,-2,-2.5,-0.9
CCN(c1ccccc1)S(=O)(=O)c1ccc(F)cc1C,1.3,-1.5,-4,-0.7,-2.4,-5,0,0.1,-1,0.5,-1.2
COc1cccc(-c2cn3nc(C)c(C)nc3n2)c1,3.6,3.0,-72,2.4,15*,-165,5,1.0,0,0.7,0.6
CC(C)NC(=O)c1onc(CSc2ccncc2)c1C(=O)NC(C)C,4.2,-2.3,-1,-0.1,0.2,0,0,-0.5,1,1.5,-0.7
CCN(CC)C(=O)c1cccc(-c2ccc(OC)cc2)c1,-0.6,-0.6,-3,-0.4,0.9,-2,3,0.6,-1,0.1,-1.4
O=C(N/C(=C/c1ccco1)C(=O)N1CCCCCC1)c1cccs1,-1.7,-1.9,-1,-0.2,-0.3,-5,2,0.7,0,-2.8,-1.5
COc1ccc(Cl)cc1NC(=O)CN1CCC(n2nnc3ccccc32)CC1,1.2,-3.3,-9,-0.8,1.0,4,-8,-0.2,-13,-0.3,-1.5

# Exported with two lines to a compound: 5 of the compounds above
# Sequence of screens: GAA850 FXN act, hcDAF-12 act, ADAM17 inh, DAX1 inh-1, hgDAF12 agonist, ADAM10 inh, SMARCA2 act, DAX1 inh-2, GC-A act, PG9 binder, ssDAF-12 act
> CC1Nc2ncnc(N3CCN(c4ccccc4)CC3)c2N(Cc2ccc(Br)cc2)C1=O (configuration not stated)
  0.5, -1.1, 0, 0.0, -0.3, 9, 1, -1.3, -4, -0.3, -1.2
> COc1ccc2nc(SC)c(C#N)cc2c1
  0.9, -0.6, -8, 0.1, 2.1, -13, -4, 0.6, -8, 13*, -1.8
> Cc1ccc(S(=O)(=O)N2[C@@H](Cc3ccccc3)CO[C@H]2CC(=O)c2cccc3ccccc23)cc1
  ·, 0.1, 1, -0.7, -0.9, 7, -2, ·, 3, 1.3, -0.5
> COc1ccc2c(c1)c(C(=O)N/N=C/c1cccc(O)c1)c(C)n2C
  -0.6, -2.7, 0, -0.5, -0.7, -2, -1, 0.3, -2, -0.9, -1.1
> CN(C)CCCNC(=O)C[C@H]1C[C@H](C(=O)N2CCCCC2)[C@@]2(CCc3ccccc3)c3[nH]c4ccc(Cl)cc4c3CCN2C1=O
  -2.6, -0.6, 0, 0.6, -1.3, -4, -1, -0.5, -11, -0.3, -1.0
